QS inhibitor – inhibitors of bacterial quorum sensing in S. aureus; S. aureus RN6390 RNAIII-GFP reporter, AIP-induced, flow cytometry 3 h; 24,000 compounds, 0.3% hits; inhibition, % at 2 µM;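 active means share of bacteria positive for the green fluorescent reporter and its mean brightness both inhibited by 50% or more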;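 further: 0% = AIP-stimulated control and 100% = unstimulated bacteria without AIP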
QS inhibitor GFP MFI % – also measured in QS inhibitor; calls as there; inhibition, %; measured here: inhibition of GFP MFI
* marks the source's active call; other numbers are inactive results. A portion of the library. The share of hits here may be higher or lower than overall.

SMILES	QS inhibitor	QS inhibitor GFP MFI %
O=C1CC(c2ccc3c(c2)OCO3)C2=C(CCCC2=O)N1 (stereo unspecified)	3	7
CCn1cc(C(=O)NCCCN2CCC(C)CC2)c2cc(OC)c(OC)cc2c1=O	2	8
O=C(NCc1ccco1)C1(S(=O)(=O)c2ccc(Cl)cc2)CC1	-4	-9
Cc1c[nH]c2cccc(OCC(O)CNC(C)(C)C)c12 (stereo unspecified)	-1	1
O=C(O)c1ccc2c(c1)N(Cc1ccccc1F)C(=O)c1ccccc1S2=O (stereo unspecified)	0	-13
CCOC(=O)C1=C(c2ccccc2)NC(=O)NC1c1ccc(N(C)C)cc1 (stereo unspecified)	-4	6
COc1cc(NC(=O)c2ccco2)c(OC)cc1NC(=O)CCC(=O)Nc1cc(C)cc(C)c1	-2	-6
O=C(c1ccc2c(c1)C(=O)N(Cc1ccco1)C2=O)N1CCOCC1	-1	-1
CSc1ccc2c(c1)N(CCC1CCCCN1C)c1ccccc1S2 (stereo unspecified)	0	8
O=C1CC(C(=O)Nc2ccccc2C(=O)O)C(c2ccccc2)O1 (stereo unspecified)	-1	7
COc1ccc(-c2nc(N)nc(C)c2Oc2ccccc2Br)c(O)c1	22	29
COc1ccc(C2CC(=O)C(C=NCCN3CCOCC3)=C(O)C2)cc1 (stereo unspecified)	0	8
C=CCn1c(CCCNC(=O)CCC)nc2ccccc21	-3	6
CCC1CCCCN1C(=O)CSc1nnc(-c2cccs2)o1 (stereo unspecified)	-3	-5
CCN(CC)C(=O)C1CCCN(c2ncnc3c2cnn3-c2ccc(Cl)cc2)C1 (stereo unspecified)	-1	-4
CCCSc1nnc(NC(=O)c2sc3nc(-c4cccs4)ccc3c2N)s1	-6	-10
O=C(NCCCN1CCN(Cc2ccccc2)CC1)C1CCN(c2nnc(-n3cccc3)s2)CC1	5	14
O=C(CSc1nnc(Cn2c(=O)sc3ccccc32)n1CCc1ccccc1)N1CCOCC1	-4	-6
CCCCNC(=O)c1ccc(NC(=O)C2CCCO2)cc1 (stereo unspecified)	-2	-7
COC(=O)c1cc(-c2ccccc2)sc1NC(=O)c1cc(C)on1	-1	-3
CCOC(=O)c1ccc(NC(=O)CCNS(=O)(=O)c2ccc3c(c2)oc(=O)n3C)cc1	0	-1
CCc1ccc(N(CC(=O)NC2CCCC2)S(=O)(=O)c2c(C)noc2C)cc1	-1	7
CC(C)C(CO)NC(=O)CC(=O)NC(CO)C(C)C (stereo unspecified)	0	2
COc1ccc(N2CCN(C(CNS(=O)(=O)c3cccs3)c3cccnc3)CC2)cc1 (stereo unspecified)	17	32
CNCCC=C1c2ccccc2CCc2ccccc21	0	21
CC(=O)N(c1ccc(N(C(C)=O)S(=O)(=O)c2cccs2)cc1)S(=O)(=O)c1cccs1	0	0
CS(=O)(=O)N(CC(=O)Nc1ccc2c(c1)OCCO2)Cc1ccccc1	-1	19
CCOC(=O)C1CCN(c2c(N3CCCC(C(=O)OCC)C3)c(=O)c2=O)CC1 (stereo unspecified)	3	11
O=C1CC(c2cccc(Cl)c2)CC(O)=C1C=NCCCO (stereo unspecified)	0	-41
Cn1c(=NC(=O)CSCC(=O)N2CCOCC2)sc2ccccc21	-2	-14
CCOCCCN1C(=O)CN(C2CCCCC2)C(=O)C1c1ccc(OC)c(OC)c1 (stereo unspecified)	-5	-36
CCSCCNC(=O)c1cc(-n2cnnc2)ccc1Cl	0	-4
COc1ccc(C(=O)c2ccc(N3CCN(C4CC(=O)NC4=O)CC3)cc2)cc1F (stereo unspecified)	2	19
CCn1cc(C(C)(C)C)c(C#N)c1NC(C)=O	-3	-15
COc1ccccc1-c1nc2n(n1)C(c1ccccc1Cl)C(C(N)=O)=C(C)N2 (stereo unspecified)	-3	-13
CCCOc1c(OC)cccc1C1CC(=O)Nc2cc(OC)c(OC)c(OC)c21 (stereo unspecified)	-2	1
Cc1ccc(CCNC(=O)CN2CCN(Cc3ccccc3F)C2=O)cc1	4	20
Cc1nnc(NC(=O)CCC(=O)N2CCC(C)CC2)s1	-2	2
Cc1ccc(N(CC(=O)NCC2CCCO2)S(C)(=O)=O)cc1Cl (stereo unspecified)	-1	-6
COC(=O)c1cc2sc(Cl)cc2n1CC(=O)Nc1ccc(OC)c(OC)c1OC	0	17

Another view of 4 compounds above:
QS inhibitor | QS inhibitor GFP MFI % | molecule
-1 | -4 | CCN(CC)C(=O)C1CCCN(c2ncnc3c2cnn3-c2ccc(Cl)cc2)C1 (stereo unspecified)
-1 | -1 | O=C(c1ccc2c(c1)C(=O)N(Cc1ccco1)C2=O)N1CCOCC1
0 | -41 | O=C1CC(c2cccc(Cl)c2)CC(O)=C1C=NCCCO (stereo unspecified)
-3 | -15 | CCn1cc(C(C)(C)C)c(C#N)c1NC(C)=O

(list continues)
SMILES	QS inhibitor	QS inhibitor GFP MFI %
O=C(O)CC(CNS(=O)(=O)c1ccccc1)c1ccccc1 (stereo unspecified)	-3	-64
O=C(c1cc(C2CC2)on1)N1CCOCC1	0	-2
COc1ccc(Cl)cc1NC(=O)c1ocnc1C	1	4
O=C(c1ccco1)N1CCN(C(=O)c2ccc(COc3ccc(F)cc3)o2)CC1	3	8
CC1CCN(S(=O)(=O)c2ccc(NC(=O)CSc3nnnn3C)cc2)CC1	-3	-10
CCOC(=O)c1cccc(NC(=O)CSc2nnc(-c3ccoc3C)n2CCOC)c1	0	-4
Cc1ccc(N(C(C)C(=O)Nc2ccc(S(=O)(=O)N3CCOCC3)cc2)S(C)(=O)=O)cc1 (stereo unspecified)	0	20
CCOC(=O)CNC(=O)CSc1nnc(Cn2c(=O)sc3ccccc32)n1-c1ccccc1C	0	12
COc1ccc(N2CCN(C(c3cccs3)C(C)NC(=O)c3ccco3)CC2)cc1 (stereo unspecified)	-1	1
Cc1ccc(-c2nc3ncccn3c2NC(=O)C2CC2)cc1	-2	-12
O=S(=O)(NCc1ccccc1)c1cnc[nH]1	-10	-15
Cc1cccc(N2CCN(C(=O)Cn3cccc3)CC2)c1C	-8	-13
CC(C)C(NC(=O)CN1C(=O)c2ccccc2S1(=O)=O)C(C)C	0	-2
Cc1nc2sc(C(c3ccc(Cl)cc3)N3CCN(C(=O)c4ccco4)CC3)c(O)n2n1 (stereo unspecified)	-1	4
CCOc1ccc(CCNC(=O)c2cc3sccc3n2C)cc1OCC	-1	-17
COc1ccc(-c2nc3c(c(=O)n(C)c(=O)n3C)n2CC2CC(c3ccccc3)=NO2)cc1OC (stereo unspecified)	0	13
CC(C)N1C(=O)CCC1C(=O)NCCc1ccccc1 (stereo unspecified)	-1	2
CCOC(=O)N1CCC(N2Cc3cccc(C(=O)O)c3C2=O)CC1	-2	-6
CSc1nsc(SC)c1NC(=O)N1CCCC1	9	22
COc1ccc(C2C(C(=O)N3CC(C)CC(C)C3)c3ccccc3C(=O)N2C)cc1 (stereo unspecified)	-4	-18
O=C(Cn1c2c(c(-c3ccccc3)cc1=O)CCCC2)N1CCCCCC1	-1	-6
CN1C(=O)CSc2ccc(NC(=O)NCCC3=CCCCC3)cc21	0	-17
COc1ccccc1CN(Cc1nc2ccccc2c(=O)[nH]1)C(=O)Nc1ccccc1	0	-9
CCOc1ccc(NC2CCN(C(C)=O)CC2)cc1	2	7
O=C(O)CCc1ccc(-c2ccc(Br)cc2)o1	0	2
CCCCC(CC)Cn1c2nc3ccccc3nc2c2c(=N)oc(C)nc21 (stereo unspecified)	-1	-5
Cn1c(=O)c2c(nc(SCC(=O)NCc3ccco3)n2C)n(C)c1=O	-2	-2
CCc1ccccc1NC(=O)c1nnn(CC(=O)Nc2cccc(C)c2C)c1N	1	20
Cc1cc(NC(=O)COC(=O)c2cccc(S(=O)(=O)N3CCOCC3)c2)no1	-5	-9
CC1(C)CC(=O)C2=C(C1)OC(=O)C2(NC(=O)c1cccs1)C(F)(F)F (stereo unspecified)	-2	-9
Cn1c(=O)c(NC(=O)c2ccccc2)c2n(c1=S)CCCCC2	0	-8
CCCc1nc(N)c(C#N)c(-c2cccnc2)c1CC	-1	-10
COc1ccc(C2(C(=O)NCCCN(C)C)CCOCC2)cc1	-6	-17
Cc1ccc(NC(=O)C2CCCN(S(=O)(=O)c3c(C)noc3C)C2)nc1 (stereo unspecified)	-1	2
COc1ccc(Br)cc1CNC(=O)CCc1nc(-c2ccccc2F)no1	7	18
COC(=O)c1ccccc1NS(=O)(=O)c1ccc(F)cc1	-1	-3
COc1cccc(NC(=O)CC2SC(=Nc3ccccc3)NC2=O)c1 (stereo unspecified)	3	2
CCSc1cc(C2C(C(=O)OC)=C(C)NC3=C2C(=O)CCC3)c(C)o1 (stereo unspecified)	0	0
O=C1CC(Sc2nnc(-c3ccccc3)o2)C(=O)N1c1ccccc1 (stereo unspecified)	0	3
Cc1cccc(-n2ncc3c(NCc4cccnc4)ncnc32)c1	0	0
CCOCCCN1CC(C(=O)NCCc2ccccc2)CC1=O (stereo unspecified)	2	29
Cc1nn(Cc2ccccc2)c(C)c1NC(=O)CCC(=O)O	2	-7
COC(=O)c1cn(C)c2ccc(S(=O)(=O)N3CCCCC3)cc2c1=O	2	8
O=C(CSc1nnnn1C1CCCC1)N1CCN(C(=O)c2ccco2)CC1	1	-19
N#CCCn1cc(C(CC(=O)c2ccc(Br)cc2)C(=O)O)c2ccccc21 (stereo unspecified)	-5	-11
Cc1cccc2cc(CN(Cc3nnnn3Cc3ccccc3)C3CCCC3)c(=O)[nH]c12	-4	-2
CSc1nc2c(c(=O)n1-c1ccc(C)cc1)SCC2	0	-25
COc1ccccc1-c1cc(C(F)(F)F)nc(S(=O)(=O)CCCC(=O)NC(C)C)n1	-1	18
CCN1CCCC1CNC(=O)Cn1cnc2sc(C)c(S(=O)(=O)N3CCC(C)CC3)c2c1=O (stereo unspecified)	2	8
Cn1c(=O)cc(SCC(=O)NCC2COc3ccccc3O2)c2ccccc21 (stereo unspecified)	-1	0
COc1ccc(CN(CC(=O)NCc2ccco2)C(=O)CCC(=O)Nc2nccs2)cc1	6	6
COc1ccc(C(=O)Nc2nnc(-c3ccccc3)o2)cc1OC	-5	-13
C=CCn1cnc2c(c1=O)c1nc3ccccc3nc1n2-c1ccc(C)cc1	14	37
COCCN(CCOC)C(=O)CCn1c(=O)oc2ccccc21	-1	-5
CC1(C)CC(=O)c2cc(OCC(=O)O)ccc2O1	1	9
COc1ccc(NC(=O)C(C)Oc2ccc(/C(C)=N\O)cc2)cc1 (stereo unspecified)	3	16

The last three records of the section before come first, to join the parts.
SMILES	QS inhibitor	QS inhibitor GFP MFI %
COCCN(CCOC)C(=O)CCn1c(=O)oc2ccccc21	-1	-5
CC1(C)CC(=O)c2cc(OCC(=O)O)ccc2O1	1	9
COc1ccc(NC(=O)C(C)Oc2ccc(/C(C)=N\O)cc2)cc1 (stereo unspecified)	3	16
O=C(NCc1ccco1)Nc1cccs1	-7	-23
C=C(C)c1cccc(C(C)(C)NC(=O)NCC2CCCO2)c1 (stereo unspecified)	0	6
COC(=O)c1sccc1NC(=O)c1csc(C)c1	-14	-40
[O-][n+]1c2ccc3nonc3c2nn1-c1ccccc1Cl	-1	-6
CC(C)=CCCC(C)CN(C)CCc1ccccn1 (stereo unspecified)	-14	-11
Cc1ccc(C(=O)Nc2nc3c(s2)CCCC3)o1	7	36
CCc1ccc(OCC(=O)NCCN(C)C)c(Br)c1	-1	4
O=C(Nc1ccc2nc3n(c(=O)c2c1)CCCCC3)c1ccccn1	-3	-49
Cc1c(C(=O)NCCc2ccccc2)oc2ccc(S(=O)(=O)N3CCC4(CC3)OCCO4)cc12	-2	-28
Cc1ccccc1Nc1nn2c(=O)c3ccccc3nc2s1	5	17
CC(=O)N1CN(C2CCS(=O)(=O)C2)Cc2c1sc1c2CCCC1 (stereo unspecified)	-7	-14
COc1ccc(S(=O)(=O)CCC(=O)NCCc2ccc(S(N)(=O)=O)cc2)cc1	10	32
Cn1c2c(c(=O)n(C)c1=O)C(c1cc3c(cc1Br)OCO3)CC(=O)N2 (stereo unspecified)	12	16
Cc1cccc2cc(CN(CCN3CCOCC3)C(=O)NCc3ccccc3)c(=O)[nH]c12	-1	5
O=C(COc1ccc(Cl)cc1)NCc1nnc(SCC(=O)Nc2ccc3c(c2)OCCO3)o1	0	-2
Cc1cc(O)c(C(C)C)cc1NC(=O)Cn1nc(C)c2ccccc2c1=O	-2	-7

Some of these compounds in order of their number in QS inhibitor GFP MFI %, ascending.
structure	QS inhibitor	QS inhibitor GFP MFI %
CC(=O)N1CN(C2CCS(=O)(=O)C2)Cc2c1sc1c2CCCC1 (stereo unspecified)	-7	-14
Cc1cc(O)c(C(C)C)cc1NC(=O)Cn1nc(C)c2ccccc2c1=O	-2	-7
Cc1cccc2cc(CN(CCN3CCOCC3)C(=O)NCc3ccccc3)c(=O)[nH]c12	-1	5
Cn1c2c(c(=O)n(C)c1=O)C(c1cc3c(cc1Br)OCO3)CC(=O)N2 (stereo unspecified)	12	16
Cc1ccccc1Nc1nn2c(=O)c3ccccc3nc2s1	5	17

The listing continues:
SMILES	QS inhibitor	QS inhibitor GFP MFI %
CC(C)(C)NC(=O)Cn1nnc(-c2cccs2)n1	-1	-8
CCC(C(=O)OC)n1cnc2c(cnn2-c2ccc(Cl)cc2)c1=O (stereo unspecified)	4	9
COc1ccc(C(=O)NCc2n[nH]c(=S)n2-c2ccccc2)cc1OC	-4	-8
O=C(Cn1nnc(-c2ccncc2)n1)Nc1ccc2c(c1)CCC2	1	5
COc1ccc(-c2noc(CCC(=O)Nc3ccc4c(c3)OCCO4)n2)cc1	12	26
CCOC(=O)N1CCC(NC(=O)c2cc3c(-c4ccccc4F)nn(C)c3s2)CC1	-2	-6

Screening data as filed in PubChem BioAssay.
